Xi reactivation = activators of X-chromosome reactivation in mouse fibroblasts. AID 743238. XiGFP mouse fibroblasts, % GFP-positive cells imaging, 3 d; cells co-treated with 5-aza-dC sensitizer; scaled so ellipticine positive control = 100%. activation, % at 7.58 µM. 360,000 tested, 0.055% active;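 active = mean normalized replicate activation at least 10% and every replicate at or above 10%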;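 also: 0% = median of on-plate neutral control wells and 100% = ellipticine 6 µM median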
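System: SV40-immortalized XiGFP fibroblast cells, line 68-5-11 / Incubation: 3-day compound exposure, then 15 min fixation at room temperature / Compound: single concentration per compound, delivered by pin transfer / Buffer or medium: DMEM plus 5-aza-dC sensitizer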
ERp5 block = inhibitors of human ERp5; Q15084; inhibition, % at 9.99 µM; ERp5 insulin aggregation, absorbance 650 nm, 90 min; AID 651711; 350,000 tested, 0.05% active;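 active = mean replicate inhibition above about 25%, with every replicate also reaching it, limit read from the data, passing the limit was not always enough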
Target sequence (Q15084 whole entry, looked up): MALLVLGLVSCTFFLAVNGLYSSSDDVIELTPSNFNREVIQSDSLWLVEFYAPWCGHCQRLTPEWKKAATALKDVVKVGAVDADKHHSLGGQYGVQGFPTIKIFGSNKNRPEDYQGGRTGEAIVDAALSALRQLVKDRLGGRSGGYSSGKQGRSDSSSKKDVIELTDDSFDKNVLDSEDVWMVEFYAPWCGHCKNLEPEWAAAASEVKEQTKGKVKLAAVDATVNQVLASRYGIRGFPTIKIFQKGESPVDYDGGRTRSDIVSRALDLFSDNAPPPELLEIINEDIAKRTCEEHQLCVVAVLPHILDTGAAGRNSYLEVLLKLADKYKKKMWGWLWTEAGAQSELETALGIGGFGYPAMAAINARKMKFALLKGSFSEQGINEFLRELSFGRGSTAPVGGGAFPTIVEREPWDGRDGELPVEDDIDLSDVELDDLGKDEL
esBAF inh = inhibitors of esBAF chromatin remodeling in mouse ES cells | Bmi1-luciferase knock-in reporter, 24 h; 100% = twice the neutral-well signal | 350,000 tested, 2% active | AID 602393 | reporter increase, % at 12.5 µM; in the data active = activation above about 40%;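 also: 0% = median of the plate's neutral control wells and 100% = double that signal; a rise in the Bmi1 reporter signal indicates esBAF inhibition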
S100A4 inh HTS = S100A4-myosin IIA interaction inhibition; P26447; S100A4/TAMRA-MyoIIA peptide fluorescence polarization; inhibition, % at 10.7 µM; 360,000 tested, 0.14% active; AID 652163;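 active = mean inhibition of at least 70% across replicates, with every replicate also reaching that level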
Target sequence (P26447 whole entry, looked up): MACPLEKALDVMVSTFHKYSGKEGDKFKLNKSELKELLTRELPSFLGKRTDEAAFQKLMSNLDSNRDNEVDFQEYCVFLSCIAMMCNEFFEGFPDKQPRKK
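assay system = human S100A4 monomer with TAMRA-labelled myosin IIA peptide | also added = labelled myosin peptide probe, 5 nM | incubation = 5 min between mix addition and reading | control set = DMSO and TFP controls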
RAD54 branch = blocks human RAD54 Holliday junction branch migration. 360,000 tested, 0.14% active. FAM/BHQ fluorescence. inhibition, % at 10.4 µM;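 active = mean normalized replicate activity at least 40 and at least half of replicates scoring 40 or more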;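 also: 0% = median of neutral control wells and 100% = median of positive control wells; inhibitors cause a drop in the FAM fluorescence signal; in these data hits start at about 50%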
ERAP1 HTS inh = inhibitors of human ERAP1 aminopeptidase | Q9NZ08 | 340,000 tested, 0.15% active | AID 652197 | recombinant ERAP1, Leu-AMC fluorescence, 60 min | inhibition, % at 10.7 µM;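 active = mean replicate inhibition of at least 30%, or all replicates individually reaching that 30% level; inactive = mean below 30% and not every replicate reaching it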;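 also: 0% = neutral control wells and 100% = L-leucinethiol positive control wells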
RAD52 inh = RAD52 (human) annealing inhibition; inhibition, % at 18.7 µM; 360,000 tested, 0.46% active; P43351; recombinant RAD52 DNA annealing, FRET fluorescence;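 active = every replicate showing at least 50% inhibition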
Target sequence (P43351 whole entry, looked up): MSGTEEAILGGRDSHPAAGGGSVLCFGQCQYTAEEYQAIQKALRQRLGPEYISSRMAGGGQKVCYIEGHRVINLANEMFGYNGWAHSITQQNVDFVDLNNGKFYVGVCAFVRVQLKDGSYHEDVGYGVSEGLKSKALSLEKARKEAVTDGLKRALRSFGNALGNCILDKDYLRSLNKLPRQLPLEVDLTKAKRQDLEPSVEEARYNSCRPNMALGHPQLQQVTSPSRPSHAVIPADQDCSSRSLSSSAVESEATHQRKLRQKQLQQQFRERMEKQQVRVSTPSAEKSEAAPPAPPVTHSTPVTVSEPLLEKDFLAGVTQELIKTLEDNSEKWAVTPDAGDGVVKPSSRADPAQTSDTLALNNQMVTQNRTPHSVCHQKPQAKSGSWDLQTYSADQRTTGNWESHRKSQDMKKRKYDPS
E-sel inducer = induces E-selectin expression in human endothelial cells; P16581; HUVEC E-selectin immunofluorescence imaging; normalized: neutral wells 0, TNF-alpha wells 100; activation, % at 7.58 µM; 260,000 tested, 0.37% active; AID 686992;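 active = mean E-selectin-positive cell signal at least 10% of the positive control, reached in at least 60% of replicates, without over 20% cell loss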;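 also: in these data hits start at about 27%; measured in HUVEC primary endothelial cells; signal is the percent of cells scored E-selectin positive by PE staining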
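System: HUVEC, human umbilical vein endothelial cells; quantity: 3,000 cells/well; buffer or medium: EGM-2 medium, gelatin-coated wells; dosing: single-point compound dose; detection: immunofluorescence imaging; evaluation: % PE-positive cells; benchmarks: TNF-alpha, DMSO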
An asterisk follows results filed as active.

For CN(NC(=O)C1CC(=O)N(c2ccccc2)C1)C1=NS(=O)(=O)c2ccccc21 (stereo unspecified) the results were Xi reactivation 0.0, ERp5 block -2, S100A4 inh HTS 10, ERAP1 HTS inh 0, RAD52 inh -6 and E-sel inducer -0.1.
O=C(Nc1ccc(NC(=O)c2cccs2)cc1)c1cccs1 was read as Xi reactivation 0.1, ERp5 block -4, esBAF inh 53*, S100A4 inh HTS -12, RAD54 branch 10, ERAP1 HTS inh -3 and RAD52 inh -18.
O=C(CCNC(=O)C1CCN(S(=O)(=O)c2ccccc2)CC1)NCc1ccncc1 was read as Xi reactivation 0.0, ERp5 block 5, esBAF inh 0, S100A4 inh HTS -12, RAD54 branch 8, ERAP1 HTS inh -3 and RAD52 inh -10.
For CN(c1ccc(C(=O)Nc2cccc(O)c2)cc1)S(=O)(=O)c1ccccc1 the results were Xi reactivation 0.0, ERp5 block 1, esBAF inh 39, S100A4 inh HTS -2, RAD54 branch -9, ERAP1 HTS inh 2 and RAD52 inh -5.
For Cc1csc(SCC(=O)N(C)C2CCS(=O)(=O)C2)n1 (stereo unspecified) the results were Xi reactivation 0.1, ERp5 block 3, esBAF inh -10, S100A4 inh HTS -5, RAD54 branch 3, ERAP1 HTS inh -5, RAD52 inh 7 and E-sel inducer -1.4.
`O=C(C[C@@H]1CC[C@@H]2[C@H](COC[C@H](O)CN2Cc2cccc(F)c2)O1)NCCc1ccncc1` gave Xi reactivation 0.0, ERp5 block 7, esBAF inh 3, S100A4 inh HTS 14, RAD54 branch 8, ERAP1 HTS inh 0, RAD52 inh -4 and E-sel inducer 0.1.
For C[C@@H](O)C#Cc1ccc([C@H]2[C@H]3CN(C(=O)c4ccc5c(c4)OCO5)CCCCN3[C@H]2CO)cc1 the results were Xi reactivation 0.0, esBAF inh -5, RAD54 branch 2, RAD52 inh 0 and E-sel inducer -0.1.
For COc1ccc(CNC(=O)c2cccc(S(=O)(=O)N3CCN(C)CC3)c2)cc1 the results were Xi reactivation 0.0, ERp5 block -11, S100A4 inh HTS 1, ERAP1 HTS inh 1 and RAD52 inh -18.
For CO[C@H]1CN(C)C(=O)c2cc(NC(=O)Nc3cc(F)ccc3F)ccc2OC[C@H](C)NC[C@H]1C the results were Xi reactivation 0.2, ERp5 block 3, esBAF inh -3, S100A4 inh HTS -12, RAD54 branch 9, ERAP1 HTS inh 3, RAD52 inh 0 and E-sel inducer 0.3.
Screening COC(=O)C1=C(C)NC(=S)N(C(C)=O)C1c1ccc(OC)c(OC)c1 (stereo unspecified) returned Xi reactivation -0.1, ERp5 block 8, S100A4 inh HTS -1, ERAP1 HTS inh -2 and RAD52 inh -5.
Screening CC(C)(C)c1ccc(-c2c(C(=O)O)c(C(=O)O)c3n2CSC3)cc1 returned Xi reactivation 0.0, ERp5 block -7, esBAF inh 14, S100A4 inh HTS -11, RAD54 branch 3, ERAP1 HTS inh 3, RAD52 inh -22 and E-sel inducer 0.0.
Screening Cc1ccc(-c2nc(S(=O)(=O)c3ccc(C)cc3)c(N(C)C)o2)cc1 returned Xi reactivation 0.0, ERp5 block 3, esBAF inh 1, S100A4 inh HTS 0, RAD54 branch -2, ERAP1 HTS inh 5 and RAD52 inh -8.
For COc1ccc2oc(C)c(C(=O)NN)c2c1 the results were ERp5 block 7, esBAF inh -5, S100A4 inh HTS 0, RAD54 branch -5, ERAP1 HTS inh -7 and RAD52 inh -11.
NC(=O)c1ccsc1NC(=O)COC(=O)C1=NNC(=O)CC1 was read as Xi reactivation 0.2, ERp5 block -6, esBAF inh -10, S100A4 inh HTS 3, RAD54 branch -15, ERAP1 HTS inh -1 and RAD52 inh 1.
`CC(C)N1CCc2c(sc(NC(=O)Cc3ccccc3)c2C(N)=O)C1` gave Xi reactivation -0.2, ERp5 block -6, esBAF inh -6, S100A4 inh HTS -3, RAD54 branch 13, ERAP1 HTS inh 6, RAD52 inh -2 and E-sel inducer -0.4.
Screening COCOCCn1cc(CN2CCS(=O)(=O)N(Cc3ccc(-c4ccc(OC)cc4)cc3)C(C(C)C)C2=O)nn1 (stereo unspecified) returned Xi reactivation 0.2, ERp5 block 0, esBAF inh 9, S100A4 inh HTS -48, ERAP1 HTS inh 0, RAD52 inh -7 and E-sel inducer -0.1.
For O=c1oc2ccccc2c(Nc2ccccc2)c1CN1CCCCC1 the results were Xi reactivation -0.1, ERp5 block 0, S100A4 inh HTS -4, RAD54 branch 4, ERAP1 HTS inh -5 and RAD52 inh -5.
Screening CSc1nnc(C(C)(C)C)c(=O)n1/N=C/c1ccccc1 returned Xi reactivation 0.0, ERp5 block 4, esBAF inh -2, S100A4 inh HTS 4, RAD54 branch -13, ERAP1 HTS inh -4, RAD52 inh 7 and E-sel inducer 0.4.
Screening COC(=O)[C@]12C[C@H](CC(=O)NCc3cccs3)C(=O)N(CCC3=CCCCC3)C1=C[C@H](COCc1ccccc1)O[C@@H]2C returned Xi reactivation 0.0, ERp5 block -6, S100A4 inh HTS 4, ERAP1 HTS inh 6, RAD52 inh -85 and E-sel inducer -0.1.
For COc1ccc(OCC(O)CN2CCN(c3ccc(OC)cc3)CC2)cc1 (stereo unspecified) the results were Xi reactivation -0.1, ERp5 block -1, esBAF inh 1, S100A4 inh HTS 2, RAD54 branch 0, ERAP1 HTS inh -6, RAD52 inh -8 and E-sel inducer 0.1.

Six consecutive entries from above, for reference:
For CO[C@H]1CN(C)C(=O)c2cc(NC(=O)Nc3cc(F)ccc3F)ccc2OC[C@H](C)NC[C@H]1C the results were Xi reactivation 0.2, ERp5 block 3, esBAF inh -3, S100A4 inh HTS -12, RAD54 branch 9, ERAP1 HTS inh 3, RAD52 inh 0 and E-sel inducer 0.3.
Screening COC(=O)C1=C(C)NC(=S)N(C(C)=O)C1c1ccc(OC)c(OC)c1 (stereo unspecified) returned Xi reactivation -0.1, ERp5 block 8, S100A4 inh HTS -1, ERAP1 HTS inh -2 and RAD52 inh -5.
Screening CC(C)(C)c1ccc(-c2c(C(=O)O)c(C(=O)O)c3n2CSC3)cc1 returned Xi reactivation 0.0, ERp5 block -7, esBAF inh 14, S100A4 inh HTS -11, RAD54 branch 3, ERAP1 HTS inh 3, RAD52 inh -22 and E-sel inducer 0.0.
Screening Cc1ccc(-c2nc(S(=O)(=O)c3ccc(C)cc3)c(N(C)C)o2)cc1 returned Xi reactivation 0.0, ERp5 block 3, esBAF inh 1, S100A4 inh HTS 0, RAD54 branch -2, ERAP1 HTS inh 5 and RAD52 inh -8.
For COc1ccc2oc(C)c(C(=O)NN)c2c1 the results were ERp5 block 7, esBAF inh -5, S100A4 inh HTS 0, RAD54 branch -5, ERAP1 HTS inh -7 and RAD52 inh -11.
NC(=O)c1ccsc1NC(=O)COC(=O)C1=NNC(=O)CC1 was read as Xi reactivation 0.2, ERp5 block -6, esBAF inh -10, S100A4 inh HTS 3, RAD54 branch -15, ERAP1 HTS inh -1 and RAD52 inh 1.

Next part
For COC(=O)CN1C(=O)C2(OCCCO2)c2cc(Br)ccc21 the results were ERp5 block 0, esBAF inh 3, S100A4 inh HTS 0, RAD54 branch 0, ERAP1 HTS inh -2 and RAD52 inh -2.
For Cc1ccc2nc(CSc3nnc(Nc4ccccc4F)s3)cc(=O)n2c1 the results were Xi reactivation 0.0, ERp5 block 4, S100A4 inh HTS 1, ERAP1 HTS inh 1, RAD52 inh -18 and E-sel inducer -0.3.
Screening O=C(OCC#CCSc1nnc(-c2cccc3ccccc23)o1)c1ccc(F)cc1 returned Xi reactivation 0.0, ERp5 block -3, esBAF inh 6, S100A4 inh HTS -4, RAD54 branch -1, ERAP1 HTS inh 2, RAD52 inh -14 and E-sel inducer -0.2.
COCCCNC(=O)c1cccn2c(=O)c3cc4ccccc4cc3nc12 was read as ERp5 block 7, esBAF inh -6, S100A4 inh HTS -2, RAD54 branch 21, ERAP1 HTS inh -8 and RAD52 inh -16.
CN(C(=O)COC(=O)COc1ccc2ccccc2c1)c1c(N)n(Cc2ccccc2)c(=O)[nH]c1=O was read as Xi reactivation -0.1, ERp5 block 3, esBAF inh 2, S100A4 inh HTS 11, RAD54 branch -3, ERAP1 HTS inh 0, RAD52 inh -15 and E-sel inducer 5.5.
Screening CC1=C2C3OC(=O)C(C)C3CCC2(C)C=C(Br)C1=O (stereo unspecified) returned Xi reactivation 0.1, ERp5 block -2, esBAF inh 5, S100A4 inh HTS -9, RAD54 branch -16, ERAP1 HTS inh -3, RAD52 inh -8 and E-sel inducer 0.2.
CCCn1nnnc1NCc1c(Cl)cccc1Cl was read as Xi reactivation 0.1, ERp5 block 2, S100A4 inh HTS 5, ERAP1 HTS inh 6, RAD52 inh -4 and E-sel inducer 1.4.
`CC1=C(C(=O)N2CCOCC2)CC(CC(=O)NC2CC2)C(=O)N1Cc1ccc(F)cc1` (stereo unspecified) gave Xi reactivation 0.0, ERp5 block -22, esBAF inh -7, S100A4 inh HTS -3, RAD54 branch 0, ERAP1 HTS inh 2, RAD52 inh -4 and E-sel inducer 0.7.
`COc1ccc2c(c1)c(CC(=O)OCC(=O)O)c(C)n2C(=O)c1ccc(Cl)cc1` gave Xi reactivation -0.1, ERp5 block -8, esBAF inh 2, S100A4 inh HTS 1, RAD54 branch -9, ERAP1 HTS inh -2, RAD52 inh -12 and E-sel inducer 2.5.
C=CCNC(=S)NNC(=O)c1cc(O)ccc1O was read as Xi reactivation 0.2, ERp5 block -10, S100A4 inh HTS -5, RAD54 branch 4, ERAP1 HTS inh -1 and RAD52 inh -10.
O=C(NCCCc1ccccc1)C(=O)c1c[nH]c2ccccc12 was read as Xi reactivation 0.2, ERp5 block 8, esBAF inh 5, S100A4 inh HTS -3, RAD54 branch 4, ERAP1 HTS inh 0 and RAD52 inh -11.
Screening CCC(=O)N1CCCCN2[C@H](CO)[C@@H](c3ccc(-c4cccnc4)cc3)[C@H]2C1 returned Xi reactivation 0.0, ERp5 block 4, esBAF inh 1, S100A4 inh HTS 0, RAD54 branch -22, ERAP1 HTS inh 2, RAD52 inh -5 and E-sel inducer 0.3.
COc1ccc(C(=O)NCCCN=C2NS(=O)(=O)c3ccccc32)cc1 was read as Xi reactivation 0.0, ERp5 block 2, esBAF inh -9, S100A4 inh HTS 1, RAD54 branch 0, ERAP1 HTS inh -7, RAD52 inh -16 and E-sel inducer 0.2.
Screening O=S(OCCN1CCCC1)C(c1ccccc1)c1ccccc1 (stereo unspecified) returned Xi reactivation 0.1, ERp5 block 0, esBAF inh -4, S100A4 inh HTS 2, RAD54 branch -2, ERAP1 HTS inh -2 and RAD52 inh -8.
Screening Cc1cccc(S(=O)(=O)Nc2nc3ccccc3nc2NCC2CCCO2)c1 (stereo unspecified) returned Xi reactivation -0.2, ERp5 block 0, S100A4 inh HTS 4, RAD54 branch 7, ERAP1 HTS inh 3, RAD52 inh -9 and E-sel inducer 0.6.
Screening Cc1nn(C)cc1NC(=O)C[C@H]1CC[C@H]2[C@@H](COc3ccc(NC(=O)NC(C)C)cc3C(=O)N2C)O1 returned Xi reactivation 0.3, ERp5 block -1, esBAF inh -5, S100A4 inh HTS -13, RAD54 branch 7, ERAP1 HTS inh 1, RAD52 inh 15 and E-sel inducer 0.0.
COc1ccc(C(=O)Nc2ccc3nc(C)sc3c2)cc1S(=O)(=O)N1CCOCC1 was read as Xi reactivation 0.0, ERp5 block 2, esBAF inh 1, S100A4 inh HTS -2, RAD54 branch -4, ERAP1 HTS inh -2, RAD52 inh 0 and E-sel inducer -5.0.

Compound activity from PubChem.
